# Source: PubChem BioAssay
# TRPM1 prom inh: MITF TRPM1 promoter inhibition in SK-MEL-5 cells | SK-MEL-5 TRPM1 promoter luciferase, 24 h | inhibition, % at 12.5 µM | hit rate 0.83% among 330,000 | AID 488899;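 active = mean inhibition across replicates of 60% or more, whatever share of single replicates reaches that level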; also: values of inactives mirror those of a sister screen read the other way
# KKLEB tox: reduces viability of KKLEB cystic fibrosis airway cells. KKLEB CF airway cells viability, ATPlite luminescence, overnight; stronger effect = lower value; cells stimulated with P. aeruginosa culture filtrate. activity change (cytotoxicity), % at 5 µM. hit rate 0.36% among 360,000;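 active = corrected activity change at or below -50% at 5 µM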
# CF NFkB block: cystic fibrosis NF-kB activation inhibition; KKLEB NF-kB-GFP reporter, PAF-induced, GFP fluorescence overnight; hit rate 0.86% among 360,000; inhibition, % at 5 µM; AID 588850;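 active = at least 50% inhibition at 5 µM, scaled per plate between neutral and stimulator controls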;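 also: PAF is a Pseudomonas aeruginosa culture filtrate used as stimulus; plate controls were PAF-stimulated DMSO wells for no effect and unstimulated DMSO wells for full effect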
# TWEAK-Fn14 inh: blocks TWEAK-Fn14 interaction in a reporter cell assay; TWEAK-stimulated Fn14 reporter cells, luciferase luminescence, 8 h; inhibition, % at 10 µM; hit rate 2% among 360,000; AID 1159606; in the data active = inhibition above about 50%
# HIF-2a block: HIF-2a inhibition. 786-0 RCC cells HIF-2a reporter, luciferase luminescence, overnight. inhibition, % at 18.8 µM. hit rate 0.72% among 360,000. AID 624352;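 active = inhibition of the luminescence signal of 40% or more relative to plate controls, in a single-dose primary screen at 18.75 µM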
# Shn3 inh set2: reduces Shn3 3'UTR luciferase signal in osteoblasts. Clone20 osteoblast Shn3 3'UTR firefly luciferase, 24 h. hit rate 0.52% among 360,000. inhibition, % at 12.5 µM. AID 588674;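 active = mean inhibition of at least 75% with every replicate also reaching 75%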;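 also: 0% = median of neutral control wells and 100% = pilot-screen positive control compound; some compounds past the cut are filed as inactive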
# C8 TRAIL sens: caspase-8 TRAIL sensitization; hit rate 1% among 360,000; AID 624354; NB7+C8 cells + TRAIL, ATPlite viability luminescence; inhibition (viability loss, TRAIL sensitization), % at 10 µM;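 active = compounds causing at least 50% loss of cell viability in the single-dose screen, relative to plate controls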
# TROY signal inh: inhibitors of TROY-dependent NF-kB signaling; inhibition, % at 10 µM; hit rate 0.98% among 360,000; Q293 LMP1-TROYcd NF-kB luciferase reporter, 4 h;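 active = compounds whose plate-normalised and pattern-corrected inhibition of the luciferase reporter signal at the single screening dose is 50% or more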
# NR2E3 ag-1: activates human photoreceptor nuclear receptor NR2E3. hit rate 0.12% among 320,000. Q9Y5X4. AID 2300. inhibition of corepressor binding, % at 4.78 µM. GST-NR2E3/biotin-RetCOR TR-FRET, 1536-well;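 active = percent inhibition above the cutoff of mean plus 3 SD of all tested compounds, set per screening campaign, cut at about 20% in these data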;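 also: 0% = DMSO wells and 100% = biotin wells as full block of FRET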
# Target sequence (Q9Y5X4 whole entry, looked up): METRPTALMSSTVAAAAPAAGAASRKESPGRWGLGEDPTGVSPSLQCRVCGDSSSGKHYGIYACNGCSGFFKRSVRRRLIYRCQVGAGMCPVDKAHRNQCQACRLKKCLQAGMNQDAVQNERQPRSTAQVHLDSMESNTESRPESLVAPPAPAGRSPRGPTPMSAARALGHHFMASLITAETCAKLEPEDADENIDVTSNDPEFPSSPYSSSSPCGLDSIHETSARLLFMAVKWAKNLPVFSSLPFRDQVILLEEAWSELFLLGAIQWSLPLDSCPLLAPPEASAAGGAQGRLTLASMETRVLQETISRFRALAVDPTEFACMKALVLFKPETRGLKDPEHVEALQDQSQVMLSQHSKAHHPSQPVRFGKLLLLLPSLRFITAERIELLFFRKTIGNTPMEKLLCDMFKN
#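 Test system – NR2E3–RetCOR corepressor complex · Quantity – NR2E3 fusion 1.35 nM · Buffer or medium – Tris pH 7.5 · Incubation – Compound–protein incubation for 5 h at 4 °C · Technique – TR-FRET, Eu(K)-anti-GST donor, streptavidin-D2 acceptor, ex 340, em 617/671 nm · Evaluation – percent inhibition of 671/617 nm emission ratio versus biotin and DMSO controls · Plate – 1536-well format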
# Peg3 promoter: inhibitors of Peg3 promoter | inhibition, % at 20 µM | HeLa PEG-Prom luciferase reporter, luminescence, overnight | hit rate 1.7% among 360,000 | AID 588405;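 active = inhibition of at least 50% at 20 µM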
# NR2E3 ag-2: agonists of human NR2E3 nuclear receptor. Q9Y5X4. CHO-S Gal4-NCOR/VP16-NR2E3 two-hybrid, luciferase. inhibition of corepressor binding, % at 3.98 µM. hit rate 0.35% among 360,000. AID 602229;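 active = inhibition above the mean of all tested compounds plus 3 SD, cut at about 70% in these data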;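 also: 0% = DMSO with NR2E3 transfected cells and 100% = cells lacking NR2E3 construct; higher means lower luciferase signal from less NR2E3 corepressor binding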
# Starred values were filed as active, the others as inactive; nt = not tested or not shown. The list is partial, so the mix of outcomes need not match the whole.
No.	mol	TRPM1 prom inh	KKLEB tox	CF NFkB block	TWEAK-Fn14 inh	HIF-2a block	Shn3 inh set2	C8 TRAIL sens	TROY signal inh	NR2E3 ag-1	Peg3 promoter	NR2E3 ag-2
1	O=C(COC(=O)c1ccc2c(c1)OCO2)Nc1nc(-c2ccccc2)cs1	-24	14	-11	-25	-42	-37	0	-6	1	-37	4
2	Cc1nccn1CCCN1C(=O)CNC1=S	-2	9	-8	22	12	4	-4	13	4	14	14
3	O=S(=O)(Nc1cc(S(=O)(=O)N2CCOCC2)ccc1N1CCCC1)c1cccs1	-2	8	-7	-6	1	3	-2	5	1	-4	1
4	Cc1nnc(SCC(=O)NC(=O)NCc2ccco2)s1	16	1	-21	1	18	2	4	6	1	5	-16
5	O=C(COc1ncnc2scc(-c3ccccc3)c12)NC1CCCc2ccccc21 (stereo not given)	-11	-4	-3	-11	16	-8	-5	5	1	3	-20
6	c1cnc2nc(CSc3ncn[nH]3)cn2c1	1	-11	9	-2	5	-6	-5	-19	2	11	-1
7	COC(=O)COc1ccc2oc(=O)cc(-c3cc4cccc(OC)c4o3)c2c1	-2	-17	18	-38	0	-23	1	5	1	16	13
8	Cc1nnc(SCC(=O)NC2CCS(=O)(=O)C2)n1-c1ccccc1 (stereo not given)	14	-5	-2	-2	19	1	-2	12	0	18	4
9	CCCNC(=O)N1CCCC(C(=O)c2cccc(Cl)c2)C1 (stereo not given)	0	-6	-5	6	12	2	-2	5	5	14	7
10	COc1ccc(NC(=O)CN2C(=O)NC3(CC(C)CC(C)(C)C3)C2=O)cc1S(=O)(=O)N1CCCCC1 (stereo not given)	-7	-3	14	3	8	21	26	-9	0	14	-14
11	CC1(C)CC(=O)C2=C(C1)OC(/N=C/N1CCOCC1)=C(C#N)C2c1ccccc1 (stereo not given)	-3	8	-14	13	12	9	-5	31	0	14	-1
12	COc1cc(C=C2NC(=O)NC2=O)ccc1O	nt	-4	7	-32	-8	13	5	-3	nt	-5	-17
13	COC(=O)c1c[nH]n2c(=O)cc(CCl)nc12	-4	-6	-8	-12	10	-17	-2	2	1	3	-16
14	Cc1ccc(NC2c3ncccc3C(=O)N2C2CCCCC2)cc1 (stereo not given)	-5	3	19	-10	-8	-34	6	-14	-2	10	2
15	O=C(CNc1cc(S(=O)(=O)N2CCOCC2)ccc1N1CCCC1)Nc1ccc(Cl)cc1F	nt	-12	4	-1	1	36	-2	-4	nt	14	-60
16	CCOc1ccccc1OCC(=O)Nc1ccc(N2CCOCC2)cc1N1CCOCC1	10	-2	23	-2	17	-19	4	-2	nt	14	14
17	COc1ccc2c(C)cc(C)nc2n1	-2	2	-15	-6	17	-11	4	-8	-1	-12	9
18	Cc1cc2oc(=O)cc(-c3ccccc3)c2c(C)c1-c1ccc(CO)cc1	18	9	24	-7	13	7	6	12	nt	-2	-1
19	CC(Oc1cccc(Br)c1)C(=O)N1CCCN(C)CC1 (stereo not given)	-6	3	-12	0	-6	4	-15	-14	1	-10	16
20	CNc1c(NC(=O)c2ccc3c(c2)OCO3)c(=O)oc2ccccc12	-15	-2	-8	1	-4	4	-3	-22	2	-24	4
21	O=S(=O)(Nc1ccc(N2CCOCC2)cc1)c1ccc(F)cc1F	-8	4	-1	-4	7	13	1	20	2	10	-14
22	CCN(CC(=O)NCc1ccc(Cl)cc1)C(=O)COc1ccc(C)cc1C	7	-7	2	-2	17	-5	-6	0	3	14	43
23	COc1ccc2ccccc2c1/C=N/NC(=O)c1cc(C)[nH]n1	-14	12	-74	-15	12	-2	10	-11	-1	3	-1
24	Cc1ccc(-c2c3c(=O)n(C)c(=O)n(C)c3cn2-c2ccccc2O)cc1	2	3	5	-6	-2	60	-9	-12	5	-4	-35
25	CCC1CCCCN1C(=O)CCn1ccnc1 (stereo not given)	-6	24	-11	6	13	3	-11	9	1	5	2
26	COc1ccc(C)cc1S(=O)(=O)N(CC(=O)Nc1cc([N+](=O)[O-])ccc1C)c1ccc(C)c(C)c1	-7	-14	-4	10	23	23	5	1	0	10	-27
27	CCOC(=O)Cc1csc(NC(NC(=O)OCC)(C(F)(F)F)C(F)(F)F)n1	-2	10	-17	11	0	8	12	9	2	-10	13
28	CCc1nc(=O)c(-c2ccccc2)c(C)n1-c1ccccc1	-3	-5	7	6	12	-12	2	-6	3	16	-9
29	O=C(O)c1ccc([N+](=O)[O-])c2c1C(=O)c1ccccc1C2=O	10	11	-11	-2	19	20	-11	-3	2	10	10
30	CNC(=O)C[C@H]1C(=O)N(c2ccccc2)C[C@@H]1CSC	nt	10	-8	-2	12	-15	8	-4	nt	-14	-32
31	COc1ccc(Nc2cc(Cl)nc(N)n2)cc1OC	2	8	9	-7	7	-8	3	9	0	2	-3
32	CC(=O)Nc1cc(C(=O)c2ccccc2)ccc1N1CCOCC1	1	-12	-8	16	3	-13	-6	-7	-3	10	-13
33	Cc1ccc(NCN2C(=O)C3C4C=CC(C4)C3C2=O)cc1 (stereo not given)	4	-1	4	-15	-17	10	7	-45	4	-14	3
34	CC(C(=O)Nc1ccccc1)N1CCN(c2ccccn2)CC1 (stereo not given)	3	6	-4	4	19	-7	3	-2	1	3	-14
35	CCCOc1ccc(CN(C)c2ncnc(N)n2)cc1	-8	-3	2	-13	-38	-13	-8	-14	-1	-7	-7
36	CCC(CC)C(=O)OCC(=O)Nc1ccc(S(=O)(=O)N2CCOCC2)cc1OC	8	14	0	-3	13	0	-8	5	0	17	6
37	CC1=NNC(=O)C1CC(=O)N/N=C/c1ccncc1 (stereo not given)	9	6	0	0	13	11	-1	5	0	5	4
38	CCOc1ccc(CCNC(=O)CCc2nc3ccccc3[nH]2)cc1OCC	4	9	1	-17	5	19	14	19	4	20	14
39	CCC1CN(C(=O)N2CCC(C(=O)NCCc3ccc(OC)cc3OC)CC2)c2ccccc2O1 (stereo not given)	10	-12	26	11	3	25	6	-13	-1	21	-29
40	COc1ccc(/C=C/C(=O)Nc2cc(C)nn2-c2nc3ccccc3[nH]2)cc1	-103	-45	7	14	-224	-105	71*	-58	5	-125	0

# Structural class: the compounds so far with a furan ring, fused or not
No.	mol	TRPM1 prom inh	KKLEB tox	CF NFkB block	TWEAK-Fn14 inh	HIF-2a block	Shn3 inh set2	C8 TRAIL sens	TROY signal inh	NR2E3 ag-1	Peg3 promoter	NR2E3 ag-2
4	Cc1nnc(SCC(=O)NC(=O)NCc2ccco2)s1	16	1	-21	1	18	2	4	6	1	5	-16
7	COC(=O)COc1ccc2oc(=O)cc(-c3cc4cccc(OC)c4o3)c2c1	-2	-17	18	-38	0	-23	1	5	1	16	13

# Other structures
No.	mol	TRPM1 prom inh	KKLEB tox	CF NFkB block	TWEAK-Fn14 inh	HIF-2a block	Shn3 inh set2	C8 TRAIL sens	TROY signal inh	NR2E3 ag-1	Peg3 promoter	NR2E3 ag-2
41	Cc1ccc(-n2ncc3c(=O)[nH]c(SCC(=O)N4CCOCC4)nc32)cc1	5	-7	7	0	20	2	5	2	-3	17	-9
42	CC(=O)c1nn(-c2ccc(Br)cc2)cc1C(=O)c1ccccc1	7	2	1	-11	11	18	-12	5	-1	25	-28
43	CCCCC[C@@H]1C=C(C(=O)O)[C@H](c2ccc(F)cc2)N1S(=O)(=O)c1ccc(C)cc1	7	3	9	8	5	-4	1	-1	nt	0	7
44	O=C(Cn1cncn1)N/N=C/c1c2ccccc2cc2ccccc12	5	8	-48	-75	-24	nt	1	-43	-8	-1	8
45	CC1(C)C([N+](=O)[O-])C(c2ccc(O)cc2)NC(c2ccc(O)cc2)C1[N+](=O)[O-] (stereo not given)	-11	2	14	8	16	-13	-16	0	1	10	3
46	CCN1C(=NCCc2cccs2)N[C@@H](c2cccs2)C(C(=O)OC)=C1C	-15	-3	7	-22	-9	-3	-19	-23	2	-37	-20
47	O=[N+]([O-])c1ccc(COc2ccccc2CN2CCCCC2)cc1	-10	-16	8	-8	-21	-7	2	-19	nt	-19	-35
48	O=C(Nc1ccccc1)Nc1ccccc1-n1ccnc1	-1	9	-16	-14	-2	-1	-7	-13	2	11	-4
49	Cc1ccnc(NC(=O)CNC(=O)c2ccco2)c1	-1	-2	-10	2	-64	-47	-14	10	-1	-4	-52
50	COc1ccccc1N1CCN(C(=O)CN(c2ccc(C)c(C)c2)S(C)(=O)=O)CC1	5	-5	2	9	12	0	-6	11	-4	11	-8
51	O=C(Nc1nnc(S(=O)(=O)N2CCOCC2)s1)c1ccc(F)cc1	nt	12	-4	2	-13	-1	-1	-3	2	2	-13
52	CNC(=S)/N=C/NOCc1ccc(Cl)cc1Cl	25	11	-5	38	-23	69	12	25	-2	-13	58
53	O=C(CN1CCCC1)Nc1ccc(S(=O)(=O)N2CCCCC2)cc1	4	-6	15	-22	11	9	18	-17	0	8	4
54	O=C(CC1SCCNC1=O)Nc1ccc(F)c(Cl)c1 (stereo not given)	-13	3	13	28	-11	4	2	-23	2	-9	-31
55	CN1CC(=O)Nc2ccc(F)cc2C1=O	8	6	-18	-5	10	0	-13	11	-3	7	13
56	O=S(=O)(NC1C2CC3CC(C2)CC1C3)c1ccccc1 (stereo not given)	-1	0	13	-1	8	9	-26	10	1	4	26
57	O=C(CCSc1ccc(F)cc1)Nc1ccc(-n2cnnn2)cc1	4	-7	21	11	-1	11	-6	5	2	-7	1
58	Cc1nn2c(=O)cc(COC(=O)c3ccc(NC(=O)C(C)(C)C)cc3)nc2s1	4	-1	-17	-14	0	-16	19	12	3	37	-5
59	Cc1c(NC(=O)COC(=O)Cc2ccc(F)cc2)c(=O)n(-c2ccccc2)n1C	-6	-10	14	-7	12	-28	-7	8	-2	-1	-10
60	NC(=O)NC(=O)COC(=O)CN1C(=O)C2CCCCC2C1=O (stereo not given)	8	6	5	2	8	-6	-2	10	-1	4	9
61	O=C(CCc1ccccc1)C(=O)N1CCCC(C(=O)c2cccc(Cl)c2)C1 (stereo not given)	1	2	2	1	12	5	-8	9	1	25	1
62	CCc1ccccc1NC(=O)CCNS(=O)(=O)c1ccc2c(c1)CCC(=O)N2	-2	2	0	7	14	5	-21	-6	-1	8	13
63	CC1CCN(C(=O)CSc2nnc(-c3ccccc3F)o2)CC1	-11	2	11	-1	-68	2	2	0	-1	-52	-68
64	COc1cccc(NC(=O)CN2CCc3ccccc3C2)c1	-18	10	0	-6	-66	-15	-7	-15	-3	-38	11
65	C=CCN1c2ccccc2[C@]23C[C@@H](C(=O)OC)N(C(=O)C4CCC4)C2=NC(C(=O)OC)=C(C(=O)OC)[C@H]13	-5	0	31	6	7	-28	-3	16	0	12	-8
66	CNS(=O)(=O)c1cccc(C(=O)NCC(c2cccs2)N2CCOCC2)c1 (stereo not given)	4	4	7	9	4	-9	-10	-18	-2	-12	0
67	CCC(=O)Nc1cc(C(=O)OCC(=O)c2ccc(Cl)cc2Cl)ccc1C	0	15	-13	-1	-19	-4	-8	-74	2	1	0
